Source: PubChem BioAssay
PLC-beta3 inh – blocks human PLC-beta3 enzyme activity | Q01970 | Purified PLC-beta3, fluorogenic substrate, fluorescence | inhibition, % at 12.2 µM | actives 0.18% (n = 370,000) | AID 720704; in the data active = inhibition above about 11%;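 also: 0% = median of compound wells on plate and 100% = full blocker control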
hgDAF12 agonist – agonists of H. glycines DAF-12 nuclear receptor. activation, % at 6.8 µM. actives 1.8% (n = 370,000). HEK293 GAL4-hgDAF12 UAS-luciferase reporter, agonist luminescence; normalized to butyrate control;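 active = activation above a cutoff set at the mean of all screened compounds plus 3 SD, cut at about 10% in these data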;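 also: 0% = DMSO wells and 100% = sodium butyrate wells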
ssDAF-12 act – activates DAF-12 receptor from parasite S. stercoralis. HEK293 ssDAF-12/GRIP1 lit1-tk-luc reporter, luminescence; % of 3 µM dafachronic acid response. activation, % at 6.8 µM. actives 1% (n = 370,000);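 active = activation above the mean over all tested compounds plus 3 SD, cut at about 0.9% in these data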;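 also: 0% = DMSO-only wells and 100% = 3 µM delta7-dafachronic acid wells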
PG9 Ab binder – binds the HIV-1 gp120 antibody PG9; TR-FRET gp120-PG9 antibody binding; inhibition, % at 6.7 µM; actives 0.43% (n = 360,000); AID 624416; in the data active = inhibition above about 8.5%
hcDAF12 agonist – activators of H. contortus DAF-12 nuclear receptor. HEK293 hcDAF-12 lit1-tk-luc reporter, luminescence; 0% DMSO, 100% Δ7-dafachronic acid. activation, % at 6.8 µM. actives 1.4% (n = 370,000);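 active = activation above the mean of all tested compounds plus 3 SD, cut at about 5.5% in these data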;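 also: 100% = response to 3 µM Δ7-dafachronic acid high control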
DAX1 inh-1 – inhibitors of human orphan nuclear receptor DAX1 (NR0B1); actives 0.99% (n = 340,000); P51843; HEK293 Gal4-DAX1 luciferase reporter, luminescence; AID 504766; inhibition, % at 6.75 µM;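 active = inhibition above the mean over all tested compounds plus 3 SD, cut at about 4.2% in these data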;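 also: 0% = DAX1-transfected cells with DMSO and 100% = empty-vector control cells with DMSO; inhibition shows as a rise in luminescence from relieved DAX1 repression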
Target sequence (P51843 207-470 limits assumed): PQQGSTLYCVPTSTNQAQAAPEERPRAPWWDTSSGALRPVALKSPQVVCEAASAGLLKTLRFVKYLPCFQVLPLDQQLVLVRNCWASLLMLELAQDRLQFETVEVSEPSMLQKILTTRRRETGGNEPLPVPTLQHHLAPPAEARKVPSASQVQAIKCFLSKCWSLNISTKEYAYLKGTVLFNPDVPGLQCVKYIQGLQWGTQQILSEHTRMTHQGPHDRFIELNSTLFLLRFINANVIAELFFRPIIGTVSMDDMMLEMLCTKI
FXN GAA850 act – increases GAA850 frataxin promoter reporter activity. HEK293 lucGAA850 FXN promoter luciferase reporter, 24 h; percent of 10 µM SAHA response. activation, % at 6 µM. actives 0.56% (n = 360,000);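 active = activation above the average of all compounds screened plus 3 SD, cutoff fixed separately per campaign, cut at about 7.5% in these data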;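 also: 0% = DMSO wells and 100% = 10 µM SAHA wells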
SMARCA2 activ – activators of SMARCA2 function. actives 1% (n = 370,000). activation, % at 9.1 µM. MG213 cells, MMTV-luciferase reporter, dexamethasone, overnight; in the data active = activation above about 7.8%;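 also: 0% = vehicle wells and 100% = reference activator wells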
DAX1 inh-2 – blocks DAX1 repression of SF-1 activated StAR promoter; actives 1.1% (n = 370,000); inhibition, % at 6.8 µM; AID 652010; HEK293T StAR-luciferase reporter, SF-1/DAX-1 repression relief;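 active = inhibition above the mean over all tested compounds plus 3 SD, cut at about 3.6% in these data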;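 also: 0% = DAX-1 cells with DMSO and 100% = cells lacking DAX-1 with DMSO; higher inhibition means more luminescence from relief of DAX-1 repression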
Rev-erbA mod – Rev-erb alpha (human) modulation. Rev-erbα–FITC-DNA binding, fluorescence polarization, 90 min. actives 0.79% (n = 370,000). activity, % at 10 µM;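 active = activity above about 14%, limit read from the data; passing the limit was not always enough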;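 also: 0% = DMSO wells with 35 nM protein and 100% = DMSO wells with 750 nM protein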
HGIII-sPLA2 inh – Blocks human group III sPLA2 activity. Q9NZ20. QFRET BODIPY PC-A2 liposome hydrolysis, fluorescence. inhibition, % at 12.2 µM. actives 0.56% (n = 370,000);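 active = inhibition above mean plus 3 SD of compounds lying within the high and low control bounds, cut at about 19% in these data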;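 also: 0% = median of test compound wells and 100% = no enzyme DMSO wells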
Target sequence (Q9NZ20 whole entry, looked up): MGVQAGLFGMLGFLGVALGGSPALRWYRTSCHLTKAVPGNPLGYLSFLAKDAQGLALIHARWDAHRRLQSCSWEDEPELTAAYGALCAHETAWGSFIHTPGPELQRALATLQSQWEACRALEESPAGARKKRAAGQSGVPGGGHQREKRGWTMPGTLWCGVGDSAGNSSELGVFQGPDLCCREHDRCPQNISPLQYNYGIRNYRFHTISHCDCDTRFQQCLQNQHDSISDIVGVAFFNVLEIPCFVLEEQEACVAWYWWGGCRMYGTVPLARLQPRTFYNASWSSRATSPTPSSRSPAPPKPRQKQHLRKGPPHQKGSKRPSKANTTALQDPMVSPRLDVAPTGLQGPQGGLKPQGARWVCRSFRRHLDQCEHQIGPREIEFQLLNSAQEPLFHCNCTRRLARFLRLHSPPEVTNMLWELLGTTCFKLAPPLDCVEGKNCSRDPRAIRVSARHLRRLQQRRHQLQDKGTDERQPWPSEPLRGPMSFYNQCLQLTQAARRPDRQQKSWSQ
Numbers without * were called inactive; / = not tested or not shown.

SMILES	PLC-beta3 inh	hgDAF12 agonist	ssDAF-12 act	PG9 Ab binder	hcDAF12 agonist	DAX1 inh-1	FXN GAA850 act	SMARCA2 activ	DAX1 inh-2	Rev-erbA mod	HGIII-sPLA2 inh
CCCC(C)CC1(CCO)C(=O)NC(=S)NC1=O (configuration not stated)	4	3.3	-0.5	0.3	0.2	0.1	2.4	-2	-0.4	-1	6
CC1[C@H]2Cc3ccc(O)cc3[C@]1(C)CCN2CCc1ccccc1 (some centres not stated)	0	0.2	-1.1	2.0	-0.9	0.5	-3.0	-2	0.0	6	-12
CCC(c1nnnn1-c1ccc2c(c1)OCCO2)N1CCC(n2c(=O)[nH]c3ccccc32)CC1 (configuration not stated)	-2	-6.5	-2.1	-0.3	-2.4	/	/	-3	-4.0	1	-8
COc1ccc(N2C(=O)NC(=O)/C(=C\c3cn(CC(=O)N4CCOCC4)c4ccccc34)C2=O)c(OC)c1	1	0.8	-0.8	1.1	1.3	0.4	-1.4	1	-0.1	-5	2
CC1CCC(C(C)C)C(OC(=O)COC(=O)c2ccccc2N)C1 (configuration not stated)	-78	0.1	-1.7	1.5	-1.1	2.2	0.7	-4	-0.2	-2	0
O=C(c1ccc(CS(=O)(=O)c2ccc(Br)cc2)o1)N1CCC2(CC1)OCCO2	1	-0.6	-0.9	0.9	-1.6	0.5	1.3	0	-0.6	3	4
Cc1ccc(S(=O)(=O)N2CCCC2c2cccnc2)cc1 (configuration not stated)	-4	-1.2	-1.4	1.5	-1.5	1.1	2.2	-2	0.4	7	-2
COc1c(/C=C2/C(=O)NC(=O)N(C)C2=O)c(CCN(C)C(=O)c2ccccc2)cc2c1OCO2	-8	-2.6	-1.6	0.3	-0.9	1.2	-0.5	2	-1.0	0	1
O=P(/C(=N/O)N1CCCCC1)(N1CCOCC1)N1CCOCC1	4	1.4	-1.5	-1.9	-0.9	-0.4	-0.7	-1	0.2	9	-1
Cn1c(O)c(C=Nc2cccc(C(F)(F)F)c2)c(=O)n(C)c1=O	0	1.1	-1.1	0.4	-3.1	-0.2	-0.2	1	-0.3	-1	-4
COc1ccccc1N1CCN(Cc2ccccc2Cl)CC1	-3	-2.7	-0.8	-0.8	-0.9	-0.3	3.7	-1	-0.1	5	4
CN1CCc2nc(SCc3ccccc3Br)c(C#N)cc2C1	-60	0.1	-1.7	-0.1	-0.4	-0.9	1.0	0	0.1	-2	-14
O=C1CC(=O)N(c2ccc(Cl)cc2)C(=O)N1	-10	1.0	-0.3	0.3	0.9	0.3	1.7	2	0.0	1	-11
CC(C)=CCN1CC[C@@]2(C)c3cc(O)ccc3C[C@@H]1C2C (some centres not stated)	-2	3.1	-1.2	2.6	-0.3	-0.7	-1.7	-3	-0.1	1	-1
CC(=O)C1CCC2C3CCC4CC(O)CCC4(C)C3C(=O)CC12C (configuration not stated)	1	-1.6	-1.2	1.8	-2.5	0.8	1.1	-2	-0.7	0	-7
CN(C)c1ccc(C(=O)c2ccc(N(C)C)cc2)cc1	-60	7.0	-1.3	-2.8	3.9	-2.7	-0.8	5	-1.1	1	5
N#C[C@H](O[C@@H]1O[C@H](CO[C@@H]2O[C@H](CO)[C@@H](O)[C@H](O)[C@H]2O)[C@@H](O)[C@H](O)[C@H]1O)c1ccccc1	3	2.1	-1.5	-1.6	-1.6	0.2	-1.1	1	0.1	-5	-3
O=C1CC(c2cccnc2)=NN1c1ccccc1	-1	1.2	-1.2	-6.0	-0.1	-0.5	-0.1	-5	0.2	0	2
CCCC1(CCC)C(=O)NC(=Nc2ccccc2)NC1=O	5	-1.9	-0.3	-2.6	-0.2	-0.5	0.1	-1	0.1	2	2
NP(=O)(OCCCc1ccccc1)c1ccccc1 (configuration not stated)	-1	-0.6	-1.0	0.2	-0.1	0.9	0.2	0	-0.3	3	1
CC(C)OC(=O)C1C2c3ccccc3C(c3ccccc32)C1C(=O)O (configuration not stated)	0	-2.5	-0.9	-0.3	0.6	-0.2	1.4	-2	0.1	-2	1
O=C1NC(=O)C2(Cc3ccccc3N3CCCC32)C(=O)N1c1ccc(Cl)cc1 (configuration not stated)	-20	0.6	-0.3	0.1	2.7	/	/	-2	0.4	-3	-14
COc1ccc2[nH]c(C)c(CCNCc3cn(C)c4ccccc34)c2c1	-13	-1.9	-1.1	0.3	-0.8	0.1	0.8	-3	-1.9	-5	-3
CN1CCCN(C(=O)COc2ccccc2Br)CC1	-8	1.9	-1.2	1.0	0.1	0.4	0.7	-1	-0.8	1	8
CCCCn1c(=O)c(C(=O)NCc2ccco2)c(O)c2ccccc21	-1	-0.4	-0.8	-2.7	-0.1	2.9	1.8	-1	0.5	-3	1
CCCCCCCSc1cc(OC)c(CCNC)cc1OC	3	-1.2	-1.3	-3.8	-2.1	-0.8	2.4	1	-1.5	3	4
CCOC(=O)CNC(=O)N1Cc2cc(N3CCOCC3)ccc2-n2nncc2C1	0	1.8	-0.9	-0.1	-0.4	/	/	-3	0.8	-4	1
COC(=O)C1=C(c2ccccc2OCc2ccccc2)C[C@@H]2CC[C@H]1N2C(=O)NCc1ccc(C(C)(C)C)cc1	2	-0.5	-1.4	-1.2	-1.9	0.1	-2.0	-1	-0.3	-3	-3
COC1=C(C)C(=O)C2=C(C1=O)C(CO)N1C(C#N)C3CC4C(C1C2N1CCOC41)N3C (configuration not stated)	-124	-11	-2.0	-0.6	-3.0	-0.7	-15	-11	-8.4	3	-6
COC(=O)C1=C(c2ccc(OC)c(OC)c2)C[C@@H]2CC[C@H]1N2C(=O)NCCOc1ccc(OC)cc1	-1	-2.6	-1.1	0.8	-2.5	-0.7	-1.7	0	-0.2	-3	7
CC(Cc1ccccc1)NC(=O)Cc1ccc([N+](=O)[O-])cc1 (configuration not stated)	0	1.1	-0.6	-2.4	-0.5	1.0	0.9	-4	-0.2	3	2
Nc1ccc(CCN2CCCC2)cc1	-6	1.4	-1.1	1.1	-1.1	0.0	0.2	-3	-0.1	1	9
c1cncc(C2CC(c3cccs3)n3ncnc3N2)c1 (configuration not stated)	-6	-1.9	-0.6	0.6	0.1	-1.2	0.8	1	0.1	5	6
O=c1[nH]c(O)c(N=Nc2ccc3c(c2)OCCO3)c(=O)[nH]1	-2	-17	-2.5	-7.8	-3.8	-1.1	-14	-8	-3.0	22	-4
N#CC1c2ccccc2-n2nncc2CN1S(=O)(=O)c1ccccc1 (configuration not stated)	4	2.8	-0.7	0.4	0.6	0.5	0.9	-5	1.5	0	11
CN(C)C1(c2nnnn2-c2ccc(Cl)cc2)CCCCC1	0	1.7	-1.2	-0.8	-0.7	-0.5	0.8	4	-0.4	6	3
COc1ccc(C(C)=O)cc1CC(C(=O)c1ccc(C)cc1)N(C)C (configuration not stated)	-1	-0.5	-1.6	-0.8	1.3	-1.5	0.7	1	-0.1	3	-2
CC1CCN(CC#CCOc2ccc(Cl)cc2)CC1	-1	4.2	0.0	0.0	0.7	1.7	2.3	0	0.2	1	-3
COc1ccc(CCNCc2ccccc2F)cc1	1	-0.4	-0.7	-0.9	-0.5	-0.8	0.6	-2	0.2	-4	-4
O=c1oc2ccccc2c(O)c1C(c1ccccn1)c1c(O)c2ccccc2oc1=O	-10	-1.0	-1.1	0.9	-0.1	-0.1	0.7	-4	0.8	-4	3

Reprinted at random: two entries already listed
SMILES	PLC-beta3 inh	hgDAF12 agonist	ssDAF-12 act	PG9 Ab binder	hcDAF12 agonist	DAX1 inh-1	FXN GAA850 act	SMARCA2 activ	DAX1 inh-2	Rev-erbA mod	HGIII-sPLA2 inh
COC(=O)C1=C(c2ccc(OC)c(OC)c2)C[C@@H]2CC[C@H]1N2C(=O)NCCOc1ccc(OC)cc1	-1	-2.6	-1.1	0.8	-2.5	-0.7	-1.7	0	-0.2	-3	7
O=c1[nH]c(O)c(N=Nc2ccc3c(c2)OCCO3)c(=O)[nH]1	-2	-17	-2.5	-7.8	-3.8	-1.1	-14	-8	-3.0	22	-4

Following part
SMILES	PLC-beta3 inh	hgDAF12 agonist	ssDAF-12 act	PG9 Ab binder	hcDAF12 agonist	DAX1 inh-1	FXN GAA850 act	SMARCA2 activ	DAX1 inh-2	Rev-erbA mod	HGIII-sPLA2 inh
O=C1/C(=C\c2cc3c(cc2Cl)OCO3)N2CCC1CC2	-1	2.6	-1.1	-1.5	-0.2	-1.5	1.7	0	-0.2	1	4
CCC(C)N1CCN(C(=O)Cc2ccccc2)CC1 (configuration not stated)	-1	-0.4	-0.8	-1.3	-0.2	-0.7	-3.0	0	0.4	-1	0
CCOC(=O)CN1C(=O)C2(C(C#N)=C(N)Oc3ccccc32)C(C(=O)OC)=C1C (configuration not stated)	2	-1.1	-1.0	-0.2	-0.8	0.2	-0.3	1	0.1	-4	5
CC[C@H](C)[C@@H]1NC(=O)CNC(=O)c2csc(n2)[C@H](C(C)(C)O)OC(=O)C(C)(C)[C@H](CCCC(C)(Cl)Cl)OC(=O)c2csc1n2	3	-7.9	-0.8	-3.0	-1.0	/	/	0	-0.8	3	-11

An excerpt of these results, with bars between the fields.
compound | PLC-beta3 inh | hgDAF12 agonist | ssDAF-12 act | PG9 Ab binder | hcDAF12 agonist | DAX1 inh-1 | FXN GAA850 act | SMARCA2 activ | DAX1 inh-2 | Rev-erbA mod | HGIII-sPLA2 inh
O=c1[nH]c(O)c(N=Nc2ccc3c(c2)OCCO3)c(=O)[nH]1 | -2 | -17 | -2.5 | -7.8 | -3.8 | -1.1 | -14 | -8 | -3.0 | 22 | -4
N#CC1c2ccccc2-n2nncc2CN1S(=O)(=O)c1ccccc1 (configuration not stated) | 4 | 2.8 | -0.7 | 0.4 | 0.6 | 0.5 | 0.9 | -5 | 1.5 | 0 | 11
CN(C)C1(c2nnnn2-c2ccc(Cl)cc2)CCCCC1 | 0 | 1.7 | -1.2 | -0.8 | -0.7 | -0.5 | 0.8 | 4 | -0.4 | 6 | 3
COc1ccc(C(C)=O)cc1CC(C(=O)c1ccc(C)cc1)N(C)C (configuration not stated) | -1 | -0.5 | -1.6 | -0.8 | 1.3 | -1.5 | 0.7 | 1 | -0.1 | 3 | -2
CC1CCN(CC#CCOc2ccc(Cl)cc2)CC1 | -1 | 4.2 | 0.0 | 0.0 | 0.7 | 1.7 | 2.3 | 0 | 0.2 | 1 | -3
COc1ccc(CCNCc2ccccc2F)cc1 | 1 | -0.4 | -0.7 | -0.9 | -0.5 | -0.8 | 0.6 | -2 | 0.2 | -4 | -4
O=c1oc2ccccc2c(O)c1C(c1ccccn1)c1c(O)c2ccccc2oc1=O | -10 | -1.0 | -1.1 | 0.9 | -0.1 | -0.1 | 0.7 | -4 | 0.8 | -4 | 3
O=C1/C(=C\c2cc3c(cc2Cl)OCO3)N2CCC1CC2 | -1 | 2.6 | -1.1 | -1.5 | -0.2 | -1.5 | 1.7 | 0 | -0.2 | 1 | 4
CCC(C)N1CCN(C(=O)Cc2ccccc2)CC1 (configuration not stated) | -1 | -0.4 | -0.8 | -1.3 | -0.2 | -0.7 | -3.0 | 0 | 0.4 | -1 | 0

A portion of the library, so the mix of outcomes need not match the whole.
